bovine MsrA act = activators of bovine methionine sulfoxide reductase A. purified bovine MsrA, absorbance read-out. activation, % at 10.6 µM. hit rate 0.3% among 360,000. AID 602163; in the data active = activation above about 7.5%;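 note: 0% = vehicle and 100% = reference activator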
eLon inh = inhibits E. coli Lon protease. P0A9M0. purified E. coli Lon protease, fluorescence polarization. inhibition, % at 7.94 µM. hit rate 0.42% among 360,000; in the data active = inhibition above about 13%, passing the limit was not always enough;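 note: 0% = enzyme with probe and DMSO and 100% = no enzyme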
Target sequence (P0A9M0 whole entry, looked up): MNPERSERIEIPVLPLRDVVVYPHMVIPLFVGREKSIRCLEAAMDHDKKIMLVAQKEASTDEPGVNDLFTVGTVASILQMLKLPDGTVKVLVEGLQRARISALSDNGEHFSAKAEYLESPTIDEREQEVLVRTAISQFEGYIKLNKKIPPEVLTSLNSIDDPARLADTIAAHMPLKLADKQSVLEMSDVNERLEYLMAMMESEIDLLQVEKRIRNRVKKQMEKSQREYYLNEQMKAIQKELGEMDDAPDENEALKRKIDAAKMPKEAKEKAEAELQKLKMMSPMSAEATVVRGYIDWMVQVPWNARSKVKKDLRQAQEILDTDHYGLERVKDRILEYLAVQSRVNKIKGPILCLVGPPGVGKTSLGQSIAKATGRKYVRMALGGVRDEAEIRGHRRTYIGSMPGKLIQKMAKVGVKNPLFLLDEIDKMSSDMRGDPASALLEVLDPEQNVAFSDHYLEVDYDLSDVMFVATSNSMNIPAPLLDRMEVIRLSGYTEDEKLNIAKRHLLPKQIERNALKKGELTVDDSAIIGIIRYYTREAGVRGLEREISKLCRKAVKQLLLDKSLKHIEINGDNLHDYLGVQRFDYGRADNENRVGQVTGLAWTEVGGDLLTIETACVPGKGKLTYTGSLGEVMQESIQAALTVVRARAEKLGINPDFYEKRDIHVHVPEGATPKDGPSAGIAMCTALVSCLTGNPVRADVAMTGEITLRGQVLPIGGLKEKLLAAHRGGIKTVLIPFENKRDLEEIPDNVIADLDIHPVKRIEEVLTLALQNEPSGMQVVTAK
SKN-1 block = blocks SKN-1 activity in C. elegans; hit rate 0.49% among 360,000; inhibition, % at 21.8 µM; C. elegans VP596 Pgst-4::GFP/RFP ratio, acrylamide-induced, 24 h; AID 624304;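 active = interference check ratio from 0.5 to 1.5 plus GFP to RFP signal ratio inhibition reaching or exceeding a fixed threshold, cut at about 30% in these data, passing the limit was not always enough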; note: some compounds called inactive have numbers as strong as hits
FAS TE block = inhibitors of human fatty acid synthase thioesterase domain; hit rate 0.67% among 360,000; recombinant FAS-TE, OMFH fluorogenic substrate, fluorescence endpoint; P49327; AID 602261; inhibition, % at 15 µM;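 active = compounds whose normalised, plate-corrected inhibition of enzyme fluorescence in the single-dose primary screen is 50% or more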;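 note: 0% = DMSO with enzyme and 100% = substrate without enzyme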
PABP1 MLLE inh = inhibitors of microRNA-mediated deadenylation, human PABP1 MLLE binding | hit rate 0.36% among 360,000 | inhibition, % at 20 µM | P11940 | GST-MLLE / FITC-PAM2 fluorescence polarization; in the data active = inhibition above about 35%, passing the limit was not always enough;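 note: plate controls were DMSO wells with GST-MLLE for no effect and wells lacking GST-MLLE protein for full effect; some results filed as inactive read as strong as hits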
Neddyl block = inhibitors of human cullin neddylation; P61081+Q13564; TR-FRET cullin neddylation, biochemical; calls only at 25 µM; hit rate 0.58% among 360,000; AID 651699; in the data active = inhibition above about 36%
MT1-MMP act inh = blocks activation of human MT1-MMP; hit rate 0.061% among 360,000; AID 651647; HT1080 RFP-PRO-GFP cells, GFP/RFP ratio fluorescence, overnight; percent of plate control window, DMSO zero; P50281; GFP/RFP ratio change, % at 20 µM;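 active = GFP/RFP ratio change of at least 30% with cell ATP level not reduced by more than half and red fluorescence within 50% of control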; note: strong numbers were not always called active
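Test system: HT1080 cells expressing an RFP-PRO-GFP fluorescent reporter construct / Compound dosing: single-point 20 µM compound, 1% DMSO / Schedule: cells overnight before dosing, compound overnight, 37 °C, 5% CO2 / Evaluation: GFP/RFP fluorescence ratio / Control set: DMSO and RFP-L50D-GFP cell wells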
Rin1-Abl PPI inh = blocks binding of human Rin1 to Abl; hit rate 0.4% among 360,000; AID 588664; TR-FRET Rin1/Abl binding, biochemical; inhibition, % at 7.35 µM; in the data active = inhibition above about 5%, passing the limit was not always enough
CendR NRP1 mod = alters CendR peptide binding to human NRP-1; O14786; FAM-RPARPAR peptide binding to NRP-1, fluorescence polarization; inhibition, % at 25 µM; hit rate 0.85% among 360,000; AID 602438;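 active = inhibition or corrected inhibition above about 18%, plus a signal ratio from 0.5 to 1.5, limit read from the data, passing the limit was not always enough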; note: strong numbers were not always called active
* = called active by the depositor; i = inactive; . = not tested or not shown.

SMILES	bovine MsrA act	eLon inh	SKN-1 block	FAS TE block	PABP1 MLLE inh	Neddyl block	MT1-MMP act inh	Rin1-Abl PPI inh	CendR NRP1 mod
O=C(Nc1c(-c2ccc(Cl)cc2)[nH][nH]c1=O)c1ccccn1	-10	-16	-4	1	-6	i	5	6	-28
O=C(/C=C/Nc1ccc(OC(F)(F)F)cc1)C(F)(F)F	-4	-6	-3	-3	-9	i	3	2	3
CCc1ccc(NC(=O)c2cnn3c(C(F)F)cc(C)nc23)cc1	-1	-6	-5	-5	-14	i	1	-1	-3
CCCSc1nc(C)cc(=O)[nH]1	-2	0	-3	-7	8	i	4	1	-15
COc1cc(OC)c(NC(=O)c2ccccc2F)cc1Cl	-3	-8	16	2	-13	.	-6	-1	2
O=C(NC1CCN(S(=O)(=O)c2ccc(F)cc2)CC1)c1cccc(F)c1	-2	-5	5	-5	-3	i	-4	0	10
COc1ccc(OC)c(-n2nnnc2SCC(=O)N2CCN(C(=O)c3ccco3)CC2)c1	-9	-6	-7	-12	22	i	8	0	-1
O=C(COC(=O)c1ccc(Cl)nc1)Nc1ccc(Cl)cc1	3	17	12	7	3	i	-2	-2	6
O=C(Nc1n[nH]c(C(F)(F)F)n1)c1cccs1	-3	8	2	20	-7	i	0	1	8
O=C(CO/N=C/c1ccc(OC(F)F)cc1)NC1CCCC1	-10	6	2	-1	8	i	-1	0	-13
COc1cccc(CNCCc2c[nH]c3ccccc23)c1OCc1ccccc1F	8.0*	0	-12	8	-4	i	-7	-2	-2
Cc1ccc(C)c(OCCC(=O)N(C)CC(=O)Nc2c(C)cccc2C)c1	-8	3	-10	-3	-46	i	3	2	-13
CCOC(=O)N1CCN(C(=O)C2CCN(Cc3ccc(OC)cc3OC)CC2)CC1	-16	-21	-16	-9	8	i	-4	0	6
CN(C)CCN(Cc1ccccc1)c1ccccn1	-1	3	-8	-5	0	i	0	0	1
Brc1ccc2nc(-c3ccco3)c(Cc3ccccc3)n2c1	-7	-12	6	11	-14	i	-3	-36	-11
COCCN1CCN(C(=O)C2CCC(=O)N(Cc3ccc(Cl)cc3)C2)CC1 (centres undefined)	1	-5	18	0	-8	i	-2	-1	6
COC(=O)c1ccccc1NC(=O)c1ccnn1C	-4	-9	-3	-7	-11	i	1	8	-3
CCCCCC[n+]1c(-c2ccc(Cl)cc2Cl)csc1Nc1ccccc1	-1	-8	-8	13	-2	i	-8	0	10
COc1ccc(S(=O)(=O)NCc2ccccn2)cc1Cl	-2	-8	-12	-8	5	i	-2	2	8
CCOC(=O)C[C@H]1c2ccc(C(F)(F)F)cc2S(=O)(=O)N1C(C)(C)C	-2	-11	3	-5	-15	i	3	0	22*
CC1CCCC(C)N1C(=O)COC(=O)CNC(=O)c1ccccc1 (centres undefined)	-2	-1	8	-7	5	i	4	-1	13
COC(=O)CSC1=C(C#N)C(=O)NC(c2ccccc2)S1 (centres undefined)	-19	3	3	7	42*	i	-3	3	-12
Cc1ccc(C)c(CN2CCC(CNC(=O)Nc3cccc(Cl)c3C)CC2)c1	-1	3	11	2	-9	i	7	-2	6
CCOCCCNC(=O)C(c1ccc(C)cc1)N(Cc1ccc2c(c1)OCO2)C(=O)c1cnccn1 (centres undefined)	-4	-8	12	-3	8	i	-3	-2	9
CCc1cc2cc3c(cc2nc1SCC(=O)Nc1nccs1)OCO3	-4	-6	7	-5	-13	i	-9	-1	-26
SMILES	bovine MsrA act	eLon inh	SKN-1 block	FAS TE block	PABP1 MLLE inh	Neddyl block	MT1-MMP act inh	Rin1-Abl PPI inh	CendR NRP1 mod
C=CCNC(=O)C1CC2Cn3c(nc4cc5ccccc5cc43)C2N1C (centres undefined)	-3	7	-3	-6	-13	i	3	0	19*
CCCCN(C(=O)c1c(CC)noc1C)c1c(N)n(CCC)c(=O)[nH]c1=O	-2	-1	-3	-6	-4	i	1	1	0
COc1ccccc1C1CC(c2ccc(Cl)cc2)Nc2ncnn21 (centres undefined)	-2	10	23	3	-3	i	1	-2	-6
CC(=O)Nc1ccc(Nc2ccccc2)cc1	-2	-9	0	-2	-1	i	18	-3	-8
COc1ccc(COC(=O)Nc2c(SC)nsc2SC)cc1	-2	-2	-3	4	8	i	-2	1	-10
C=CCn1c(SCC(=O)CC(=O)OCC)nc2cc(C(=O)N3CCC(C(N)=O)CC3)ccc2c1=O	0	-5	-10	-4	31	i	-5	-2	10
COc1cccc(/C=C(/C#N)c2ccc(Cl)cc2)c1OCc1cccc(C(=O)O)c1	-3	0	10	-6	8	i	0	-1	-11
CNC(=S)N=Nc1c(O)[nH]c2ccccc12	4	-6	-3	-3	29	i	11	-8	6
Cc1ccc(C2(C)NC(=O)N(CC(=O)Nc3ccc(S(=O)(=O)Nc4nccs4)cc3)C2=O)cc1 (centres undefined)	-10	1	7	-3	-6	i	4	2	-16
CC(=O)NC(Cc1ccc(F)cc1)C(=O)NC1CCN(c2nnnn2-c2ccccc2)CC1 (centres undefined)	-4	1	11	-3	-7	i	5	3	1
CCc1ccc(CN(C)Cc2nc(-c3cccc(Cl)c3)no2)nc1	-2	-6	5	12	-18	i	-2	-1	-6
Cc1c(C(=O)Nc2cccnc2)oc2ccc(Br)cc12	0	-6	10	4	-1	i	-2	-2	-6
Cc1onc(-c2ccccc2)c1C(=O)OCC(=O)Nc1ccc2c(c1)OCO2	6	7	3	8	-15	i	7	-2	0
CCCCOC(=O)Cn1c(=N)n(CCC)c2ccccc21	-1	-4	12	-8	-1	i	1	1	0
Cc1nc(SCC(=O)N2c3ccccc3NC(=O)CC2C)c2c(C)c(C)sc2n1 (centres undefined)	-2	-13	12	-22	-5	i	-2	-3	-6
Cc1ccc(/C=N/NC(=O)CCn2nc(C)cc2C)c(C)c1	-7	-7	-12	-3	0	i	-1	3	-2
Cc1ccc(NC(=O)C2C3C=CC4(CN(Cc5cccnc5)C(=O)C24)O3)cc1 (centres undefined)	1	0	0	-3	-1	i	-1	5	-3
CC(O)CNc1nc2c(c(=O)n(C)c(=O)n2C)n1C/C=C/c1ccccc1 (centres undefined)	0	1	3	-2	-16	i	-5	4	12
CCOc1ccc(NS(=O)(=O)c2ccc(C(=O)N(C)CC(=O)Nc3ccc(C)cc3)cc2)cc1	-3	2	5	8	1	i	1	1	9
Nc1ccc(-c2nnn(Cc3ccccc3F)n2)cc1	-4	5	-2	3	-8	i	0	2	-4
Cc1ccc(-c2cc(C(F)(F)F)nc(SCC(=O)c3cccc([N+](=O)[O-])c3)n2)cc1	-1	-1	2	35	1	i	-2	-1	5
CC1(C)Cc2nc(Cl)c(C(N)=O)cc2CO1	-4	11	23	-4	5	i	1	0	-14
Cc1ccc([C@@H]2C[C@H]3[C@@H](CN2S(=O)(=O)c2ccc(C)cc2)C(=O)C[C@@H](c2ccccc2)N3S(=O)(=O)c2ccc(C)cc2)cc1	-2	3	0	31	-4	i	1	-2	-8
Cn1c(SCC(=O)c2c(N)n(C)c(=O)n(C)c2=O)nnc1-c1ccccc1F	-2	2	6	-2	-36	i	4	2	2
COc1ccc(-n2nc(C(N)=O)nc2-c2ccccc2)cc1	-1	-13	10	0	-10	i	-2	0	16

Grouped by structure, the entries above with an aryl thioether with sulfur outside any ring
SMILES	bovine MsrA act	eLon inh	SKN-1 block	FAS TE block	PABP1 MLLE inh	Neddyl block	MT1-MMP act inh	Rin1-Abl PPI inh	CendR NRP1 mod
CCCSc1nc(C)cc(=O)[nH]1	-2	0	-3	-7	8	i	4	1	-15
COc1ccc(OC)c(-n2nnnc2SCC(=O)N2CCN(C(=O)c3ccco3)CC2)c1	-9	-6	-7	-12	22	i	8	0	-1
CCc1cc2cc3c(cc2nc1SCC(=O)Nc1nccs1)OCO3	-4	-6	7	-5	-13	i	-9	-1	-26
COc1ccc(COC(=O)Nc2c(SC)nsc2SC)cc1	-2	-2	-3	4	8	i	-2	1	-10
C=CCn1c(SCC(=O)CC(=O)OCC)nc2cc(C(=O)N3CCC(C(N)=O)CC3)ccc2c1=O	0	-5	-10	-4	31	i	-5	-2	10
Cc1nc(SCC(=O)N2c3ccccc3NC(=O)CC2C)c2c(C)c(C)sc2n1 (centres undefined)	-2	-13	12	-22	-5	i	-2	-3	-6
Cc1ccc(-c2cc(C(F)(F)F)nc(SCC(=O)c3cccc([N+](=O)[O-])c3)n2)cc1	-1	-1	2	35	1	i	-2	-1	5
Cn1c(SCC(=O)c2c(N)n(C)c(=O)n(C)c2=O)nnc1-c1ccccc1F	-2	2	6	-2	-36	i	4	2	2

Next section.
SMILES	bovine MsrA act	eLon inh	SKN-1 block	FAS TE block	PABP1 MLLE inh	Neddyl block	MT1-MMP act inh	Rin1-Abl PPI inh	CendR NRP1 mod
Cc1noc(C)c1C(=O)OCC(=O)Nc1c(F)cccc1F	-2	-9	2	-4	10	i	-1	-1	-8
Cc1cc(=O)oc2cc(OC(C)C(=O)Nc3ccc(N4CCOCC4)cc3)ccc12 (centres undefined)	2	-9	-5	-5	5	i	3	-2	-7
CC(=O)NC(c1ccco1)c1cc(Cl)c2ccccc2c1O (centres undefined)	0	-2	-1	0	2	.	-12	0	15
O=C(O)C1=NN(c2c(F)c(F)cc(F)c2F)C(=O)CC1	-1	3	4	-1	-4	i	1	4	9
CCOc1ncccc1C(=O)Nc1ccc(S(=O)(=O)NC2=NCCCCC2)cc1	-3	12	0	-1	-11	i	1	0	6
COc1ccc(-c2nc(C(N)=O)c3[nH]c(=O)n(-c4cccc(C)c4)c3n2)c(OC)c1	-7	-7	-2	-2	-11	i	-6	3	1
CC1Cc2ccccc2N1C(=O)CN1CCN(S(=O)(=O)c2cccs2)CC1 (centres undefined)	-1	-5	1	1	-22	i	-4	2	-7
CC(OC(=O)Cn1cnc2c1c(=O)n(C)c(=O)n2C)C(=O)NCc1ccccc1 (centres undefined)	0	-17	11	-3	8	i	-5	-1	0
CN(C(=O)CSc1nc2ccccc2[nH]1)C1CCS(=O)(=O)C1 (centres undefined)	-2	-5	-4	-10	-25	i	4	1	-15
Cc1nc(N2CCCC2C(=O)O)c2oc3ccccc3c2n1 (centres undefined)	0	-6	6	-7	2	i	1	1	30*
c1ccc(OCc2noc(CN3CC[C@@H]4CCCC[C@H]4C3)n2)cc1	-11	4	-12	15	-2	i	.	3	2

Screens deposited in PubChem BioAssay by several laboratories.
